M1 antag = antagonists of human M1 muscarinic receptor | AID 588852 | actives 1.3% (n = 360,000) | inhibition, % at 3 µM | P11229 | CHO-K1 hM1, Fluo-8 calcium fluorescence, ACh EC80 antagonist;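 active = percent inhibition above its own plate's cutoff, namely the mean of that plate's compound wells plus 3 SD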;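 note: peak over basal fluorescence ratio during 140 s after agonist addition; 0% = ACh EC80 plus DMSO and 100% = DMSO alone without agonist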
Target sequence (P11229 whole entry, looked up): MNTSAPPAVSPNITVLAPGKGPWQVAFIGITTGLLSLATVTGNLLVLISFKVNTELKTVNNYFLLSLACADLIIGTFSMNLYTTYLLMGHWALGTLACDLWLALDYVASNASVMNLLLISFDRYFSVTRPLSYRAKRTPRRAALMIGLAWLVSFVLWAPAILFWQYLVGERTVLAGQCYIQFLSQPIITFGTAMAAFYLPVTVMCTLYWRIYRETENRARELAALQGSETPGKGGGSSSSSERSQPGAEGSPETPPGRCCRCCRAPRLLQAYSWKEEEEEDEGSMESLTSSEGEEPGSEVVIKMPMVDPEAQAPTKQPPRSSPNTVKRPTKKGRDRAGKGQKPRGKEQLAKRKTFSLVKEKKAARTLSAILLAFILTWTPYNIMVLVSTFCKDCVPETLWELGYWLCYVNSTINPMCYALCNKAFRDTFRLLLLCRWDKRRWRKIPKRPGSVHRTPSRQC
M1 PAM parental = counter-screen for M1 PAMs: effect in parental CHO-K1 cells. ATP EC20, Fluo-8 calcium fluorescence; 0% at ATP EC20, 100% at ATP max. activation, % at 3 µM. actives 0.02% (n = 360,000). AID 602247;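 active = activation above the run cutoff, the mean activation of all test compounds plus 3 SD, cut at about 40% in these data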;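 note: peak over basal fluorescence ratio in a 140 s read after ATP addition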
CHO parental Ca = signal in parental CHO cells, OX1R antagonist counter-screen | parental CHO-K1, ATP-induced calcium, Fluo-8 fluorescence | inhibition, % at 5.6 µM | actives 0.63% (n = 330,000) | AID 463079;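 active = inhibition above that plate's mean sample inhibition plus 3 SD, cut at about 26% in these data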;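 note: 0% = ATP-challenged DMSO wells and 100% = DMSO wells without ATP; some compounds past the cut are filed as inactive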
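test system = CHO parental line | reagent = ATP stimulus | measured by = intracellular calcium via Fluo-8 no-wash fluorescent dye | control set = ATP and no-ATP DMSO wells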
TAAR1 antagonist = human TAAR1 antagonism; CHO RD-HGA16 TAAR1, Fluo-8 calcium fluorescence, antagonist; inhibition, % at 3 µM; AID 624466; actives 1.5% (n = 360,000);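 active = inhibition above a per-plate cutoff, the mean inhibition of test compounds on that plate plus 3 SD, cut at about 49% in these data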;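 note: 0% = DMSO plus EC80 beta-PEA response and 100% = DMSO alone without agonist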
Target sequence (Q96RJ0 whole entry, looked up): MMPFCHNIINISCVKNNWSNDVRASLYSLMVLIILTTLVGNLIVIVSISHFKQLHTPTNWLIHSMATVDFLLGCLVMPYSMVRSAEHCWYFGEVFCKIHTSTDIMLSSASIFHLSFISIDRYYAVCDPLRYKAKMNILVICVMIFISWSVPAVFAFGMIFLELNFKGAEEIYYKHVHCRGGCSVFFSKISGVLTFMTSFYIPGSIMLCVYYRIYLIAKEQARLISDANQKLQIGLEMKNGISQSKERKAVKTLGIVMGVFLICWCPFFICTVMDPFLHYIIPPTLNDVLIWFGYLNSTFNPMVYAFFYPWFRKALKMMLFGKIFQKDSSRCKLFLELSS
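Test system: RD-HGA16 CHO cells with stable hTAAR1 and Gα16 / Probe or stimulus: EC80 β-phenethylamine stimulus / Times: seeding 17-24 h prior, 75-min 37 °C, 30-min RT dye loading / Detection: Fluo-8 calcium-sensitive fluorescence / Read-out basis: % inhibition scaled between DMSO and EC80 PEA controls / Repeats: singlicate, one well per test compound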
M1 ag = human M1 muscarinic receptor agonism. P11229. CHO-K1 hM1, Fluo-8 calcium fluorescence, agonist mode; 0% DMSO, 100% acetylcholine EC100. activation, % at 3 µM. actives 0.33% (n = 360,000);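 active = activation above the run's mean compound activation plus 3 SD, cut at about 16% in these data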;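 note: peak over basal fluorescence ratio within a 140 s kinetic read after compound addition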
M1 PAM = positive allosteric modulators of human M1 muscarinic receptor; CHO-K1 hM1, Fluo-8 calcium fluorescence, ACh EC20; 0% = ACh EC20, 100% = maximal ACh; AID 588819; actives 0.088% (n = 360,000); activation, % at 3 µM; in the data active = activation above about 19%, passing the limit was not always enough
CHO-K1 Ca ag = counter-screen for M1 agonists: effect in parental CHO-K1 cells. Fluo-8 calcium fluorescence; scaled to maximal ATP response, vehicle zero. activation, % at 3 µM. AID 602248. actives 0.48% (n = 360,000); in the data active = activation above about 15%;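 note: untransfected CHO-K1 host cells lacking M1 receptor as counterscreen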
TAAR1 agonist = agonists of human TAAR1; activation, % at 3 µM; CHO RD-HGA16 TAAR1, Fluo-8 calcium fluorescence; vehicle wells 0%, saturating PEA agonist 100%; Q96RJ0; AID 624467; actives 0.99% (n = 360,000);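 active = activation above the mean activation of all test compounds in the run plus 3 SD, cut at about 38% in these data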
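System: CHO RD-HGA16 cells carrying human TAAR1 plus Gα16; Incubation: 17-24 h seeding, 75 min 37 °C dye, 30 min RT; Measured by: Fluo-8 fluorescence, 5 s baseline then 140 s kinetic read; Control set: DMSO and PEA EC100; Replication: single well for each compound.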
CHO-K1 Ca antag = nonselective inhibitor or artifact in parental CHO-K1 cells; inhibition, % at 3 µM; actives 0.6% (n = 360,000); ATP-induced calcium, Fluo-8 fluorescence;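 active = inhibition above a per-plate cutoff, the plate's mean sample inhibition plus 3 SD, cut at about 24% in these data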;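 note: 0% = DMSO plus EC80 ATP and 100% = DMSO alone without ATP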
An asterisk follows results filed as active; x = not tested or not shown. Compounds were not picked by outcome; 4.4% or so of the library scored in one or more.

Every second line gives: M1 antag | M1 PAM parental | CHO parental Ca | TAAR1 antagonist | M1 ag | M1 PAM | CHO-K1 Ca ag | TAAR1 agonist | CHO-K1 Ca antag
- CCOC(=O)c1nnn2c3ccccc3c(=O)n(C)c12
  -9 | -18 | 0 | -27 | -2 | 5 | 0.1 | 2 | 3
- COc1ccccc1N(C1=NCCCS1)S(=O)(=O)c1ccc(C(C)(C)C)cc1
  16 | -5 | 0 | -5 | -5 | -2 | 4.1 | -1 | -4
- O=C(NN=C1CCCC1)c1cc(-c2ccccc2)n[nH]1
  8 | -7 | -11 | 5 | -2 | 0 | 0.8 | 0 | -2
- Cc1ccc(C)c(-c2ccc(=O)n(Cc3c(F)cccc3Cl)n2)c1
  11 | -11 | -17 | 8 | -5 | -6 | -0.1 | 5 | 6
- NC(=O)COC(=O)c1ccc(NS(=O)(=O)c2ccc3c(c2)OCCO3)cc1
  -14 | 19 | 8 | -3 | -1 | 0 | 1.1 | -1 | -11
- CCN(CC)C(=O)N1CCN(C(=O)N2CCOCC2)CC1
  4 | 8 | -3 | 4 | -1 | 2 | -0.2 | 4 | 8
- Cc1cc(-n2c(C)cc(C(=O)CSc3nnc4sc5ccccc5n34)c2C)no1
  -17 | 19 | -11 | -35 | -6 | 10 | 0.6 | 6 | -16
- CCSC1=N/C(=C\c2ccc(-c3ccccc3[N+](=O)[O-])o2)C(=O)S1
  2 | -6 | -4 | 4 | -1 | -3 | 0.8 | 15 | 5
- COCCNc1nc(NCCN2CCNC2=O)c2sc(-c3ccccc3)cc2n1
  -9 | 23 | x | 0 | -6 | -2 | 2.3 | 0 | -13
- COc1ccc(C2=NN(c3nc(C(=O)O)cs3)C(O)(C(F)(F)F)C2)c(OC)c1 (stereo not given)
  0 | 7 | -9 | -4 | -7 | 1 | -0.2 | -2 | -6
- Cc1ccc(NC(=O)C(C)N2C(=O)c3ccccc3S2(=O)=O)cc1Cl (stereo not given)
  -4 | 11 | -21 | 26 | -2 | 2 | 4.5 | 5 | -7
- CNC(=O)C(=O)Nc1cc2c3c(c1)C(C)C(=O)N3CCC2 (stereo not given)
  -8 | 3 | -9 | -21 | 0 | 6 | 0.2 | 5 | -6
- Cc1ccc(NC(=O)CN(C)C(=O)C(C)N2CCN(Cc3ccccc3C)CC2)cc1 (stereo not given)
  3 | 2 | -20 | 29 | -8 | -6 | 1.1 | 2 | -17
- CN(C)c1ccc(CNCC2CCCO2)cc1 (stereo not given)
  -12 | 9 | -5 | -16 | -6 | 5 | 0.2 | 2 | -6
- COc1ccc(CN2CC(=O)N(c3ccc(C)cc3C)C2=S)cc1OC
  -5 | 10 | -9 | 0 | 0 | 5 | 11 | 4 | -10
- CSC(=NC#N)N1CCN(c2ccc([N+](=O)[O-])cc2)CC1
  7 | 0 | -7 | 4 | -12 | -2 | 2.3 | 5 | 23
- COc1ccc([N+](=O)[O-])cc1NC(=O)CSc1ccc2ccccc2c1
  9 | 18 | 24 | 21 | -7 | -4 | 6.0 | 1 | 5
- CCOC(=O)c1cc2c(C)[nH]c(C)c2cc(C(=O)OCC)c1=O
  10 | 14 | -3 | -16 | -6 | -2 | 2.4 | 2 | -4
- N#CCC(=O)Nc1ccc(C(=O)OCC(=O)NC(=O)NCc2ccco2)cc1
  0 | -9 | 4 | 5 | -1 | 1 | 0.3 | 3 | -6
- COc1cc(C(=O)O/N=C2\C=CC(=O)C(C)=C2)cc(OC)c1OC
  -11 | 20 | -5 | 6 | -3 | 12 | 0.6 | 4 | -6
- C#CCOCCOCCOCCNc1nc(N2CCN(C(=O)CCCCCCCCCCNC(=O)[C@H](CO)n3cc(CCCSC)nn3)CC2)nc(N2CCN(C(=O)CCCCCCCCCCNC(=O)[C@H](CCCN=C(N)N)n3cc(C[C@@H](C)CC)nn3)CC2)n1
  0 | 10 | -13 | x | -6 | 1 | 1.1 | x | -13
- CN(C(=O)c1ccccn1)c1nnc(-c2cccnc2)s1
  3 | 15 | -2 | 9 | -4 | 1 | 1.1 | 18 | -13
- CCN(C(=O)CSc1nc2nc(C)cc(C)n2n1)c1cccc(C)c1
  -4 | 8 | -9 | 7 | -1 | 5 | 0.1 | 9 | -9
- COc1ccc(/C=N/NC(=O)c2cnccn2)cc1O
  -5 | 19 | -8 | -13 | -8 | 10 | 5.6 | 5 | -4
- CC(C)NC(=O)COc1ccc(/C=N/NS(=O)(=O)c2ccccc2)cc1
  19 | -1 | 18 | 1 | 0 | -5 | 0.5 | -3 | -7
- COC(=O)c1ccc(C(=O)OC)c(NC(=S)N2CCCC(CO)C2)c1 (stereo not given)
  10 | 1 | -16 | -25 | -4 | -3 | 0.6 | 1 | 8
- COc1ccc(Oc2coc3cc(O)ccc3c2=O)cc1
  -5 | -10 | x | -19 | -1 | 9 | 1.1 | -1 | 17
- CC12COC3(C(=O)Nc4ccc(F)cc4)CC1CCC32C (stereo not given)
  1 | -8 | -13 | -20 | -6 | -2 | -0.4 | 20 | 3
- CC(=O)N1CCN(CC(=O)Nc2ccc(C)c(F)c2)CC1
  -16 | 15 | -9 | 7 | -2 | 6 | 1.0 | -1 | -7
- CCOC(=O)NC(=O)CSc1nc(C)cc(C)c1C#N
  -11 | 4 | -8 | -6 | 0 | 6 | -0.3 | 1 | 0
- Cc1ccc(CNC(=O)c2ccccc2SCC(=O)NCC2CCCCC2)cc1
  15 | 9 | -7 | 63* | 0 | -10 | 4.3 | 12 | -6
- CNC(=O)C1CC(=O)N(c2ccc(OCC(=O)Nc3ccc(OC)cc3)cc2)C1 (stereo not given)
  -9 | 0 | -2 | -24 | -2 | 4 | 0.0 | 8 | -6
- FC(F)(F)c1cnc(/C=C/Nc2ccccc2Cl)c(Cl)c1
  11 | 4 | -8 | -13 | 0 | -5 | 0.3 | 17 | 18
- COc1ccc(C(=O)C2CCCN(Cc3ccc4nonc4c3)C2)cc1OC (stereo not given)
  -1 | -8 | -15 | -14 | -4 | -3 | -0.9 | 4 | 6
- CC1CCN(CCOc2ccc(C(=O)c3ccccc3)cc2)CC1
  64* | 15 | -13 | -24 | -9 | -29 | 0.6 | 7 | -7
- COc1ccc(/C=N/NC(=O)c2ccc(Cn3cc([N+](=O)[O-])cn3)o2)cc1O
  4 | 4 | -1 | -1 | -2 | -2 | 0.4 | 5 | 0
- Cc1ccc(C2=CC(c3ccccc3)n3ncnc3N2)c(C)c1 (stereo not given)
  3 | 14 | -12 | 13 | -3 | 9 | 0.3 | 22 | 0
- CC1CC1C(=O)OCC(=O)Nc1ccc(N=Nc2ccccc2)cc1 (stereo not given)
  13 | 21 | -13 | 19 | -3 | -8 | 13 | 1 | -5
- Cc1ccc(-c2csc(NC(=O)C[n+]3cc(-c4ccccc4)n4c3CCC4)n2)cc1
  4 | 0 | 3 | -19 | -9 | -5 | 0.1 | 1 | 11
- CCN(CC)C(=O)c1[nH]cnc1C(=O)N[C@@H](C)C(=O)OC(C)(C)C
  -16 | 17 | -6 | 2 | -2 | 10 | 0.2 | 2 | -17
- COc1ccccc1NS(=O)(=O)c1ccc(O)c(C(=O)OCC(=O)Nc2ccccc2F)c1
  -11 | -2 | -14 | -14 | -1 | 3 | 1.7 | 7 | -9
- COc1ccc(-c2csc(C(C)(O)c3cccc(F)c3)n2)cc1OC (stereo not given)
  -15 | 10 | x | -26 | -3 | 9 | 0.8 | -1 | -4
- Cc1ccc(C2N(C)C(=O)c3ccccc3N2C)cc1 (stereo not given)
  -15 | 15 | x | -6 | -5 | 4 | 2.6 | 2 | -6
- Cc1ccc(-c2nc(C=Nc3ccc(O)cc3)c(O)o2)cc1
  -2 | -13 | x | 16 | -4 | 7 | -0.6 | 1 | 6
- CC(C)C(C)NC(=O)COc1ccc(Sc2ccc(OCC(=O)NC(C)C(C)C)cc2)cc1 (stereo not given)
  3 | 10 | -15 | 4 | -2 | -1 | 2.0 | 2 | 9
- Cc1ccc(C2=NN(C(=O)CCC(=O)O)C(c3cccs3)C2)cc1 (stereo not given)
  -14 | 18 | -6 | -24 | -3 | 9 | 0.5 | 0 | -17
- CC1(C)Cc2c(sc(NC(=O)Cc3ccccc3)c2C#N)C(C)(C)N1
  8 | 14 | x | -11 | -4 | -3 | -0.1 | 3 | -11
- COc1ccc(C(=O)N(c2c(C)cccc2C)C(COC(C)=O)COC(C)=O)cc1
  x | 14 | x | 6 | x | x | 0.1 | 5 | -9
- S=C(Nc1cccc2ccccc12)Nc1cccc2ccccc12
  -2 | 20 | x | -30 | -3 | -3 | 0.7 | 1 | -11
- CC(C)C(=O)NC(=S)Nc1ccccc1N1CCN(C(=O)c2ccccc2)CC1
  12 | 6 | -19 | 78* | -3 | -4 | 3.5 | 18 | -13
- Cc1ccccc1CN1CCN(c2nc3ccccc3s2)CC1
  -9 | 8 | -26 | -14 | -2 | 7 | -0.1 | 1 | -7
- COC(=O)CCNC(=O)c1nn(Cc2ccccc2)c(=O)c2ccccc12
  -10 | 11 | -22 | 2 | -2 | 5 | 0.5 | 3 | -9
- Cc1ccc(C(=O)c2cc3c(cc2[N+](=O)[O-])OCCO3)cc1
  11 | 8 | -10 | 6 | -8 | -6 | 6.7 | -1 | 3
- N#Cc1cc(-c2ccccc2)oc1NC(=O)c1ccco1
  0 | 16 | -9 | 15 | -3 | 0 | 0.4 | 0 | -8
- CCOC(=O)c1ccc(Nc2cc3ccccc3c(=O)[nH]2)cc1
  16 | -3 | 15 | 36 | 2 | -11 | 3.1 | 23 | -6
- CCN1C(=O)c2cccc3c(S(=O)(=O)N(C)C)ccc1c23
  10 | -4 | x | -12 | -7 | -6 | 0.9 | 1 | -4
- COC(=O)c1cc2oc3ccccc3c2n1CC(=O)N1CCCc2ccccc21
  -2 | -4 | -11 | 11 | -1 | 5 | -0.3 | 15 | 0
